Source: PubChem BioAssay
RAD54 inh = RAD54 (human) branch migration inhibition; RAD54 Holliday junction branch migration, FAM/BHQ fluorescence; inhibition, % at 10.4 µM; hit rate 0.14% among 360,000; AID 602329;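 active = mean normalized replicate activity at least 40 and at least half of replicates scoring 40 or more; inconclusive = only one of the two criteria met; inactive = mean below 40 and under half of replicates reaching 40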;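 note: 0% = median of neutral control wells and 100% = median of positive control wells; inhibitors cause a drop in the FAM fluorescence signal; in these data hits start at about 50%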
PglD DTNB = inhibitors of Campylobacter jejuni PglD acetyltransferase; purified PglD enzyme, DTNB colorimetric CoA detection; inhibition, % at 12.5 µM; hit rate 0.098% among 360,000; in the data active = inhibition above about 16%, passing the limit was not always enough; inconclusive = no clear call, values can overlap the other calls; note: strong numbers were not always called active
Casp6 inh = blocks human caspase-6 cleavage activity. P55212. purified caspase-6, Z-VEID-R110 cleavage fluorescence. inhibition, % at 12.5 µM. hit rate 0.53% among 350,000;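 active = mean inhibition across replicates at least about 35%, with every replicate also reaching that limit, limit read from the data; inconclusive = only one of the two criteria met; inactive = neither criterion met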;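 note: 0% = median of neutral control wells and 100% = no fluorescence left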
esBAF inh = blocks esBAF chromatin remodeling in mouse ES cells. reporter increase, % at 12.5 µM. hit rate 2% among 350,000. Bmi1-luciferase knock-in reporter, 24 h; 100% = twice the neutral-well signal; in the data active = activation above about 40%; inconclusive = no clear call, values can overlap the other calls;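 note: 0% = median of the plate's neutral control wells and 100% = double that signal; a rise in the Bmi1 reporter signal indicates esBAF inhibition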
ARNT-TACC3 inh = ARNT/TACC3 interaction disruption; AlphaScreen His-ARNT PAS-B/GST-TACC3 binding, luminescence; TACC3 fragment carries E629A point mutation; inhibition, % at 9.99 µM; hit rate 0.66% among 390,000;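 active = mean inhibition of replicates at least 50% and at least half of replicates each reaching 50%; inconclusive = half or more replicates reach 50% but mean below 50%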;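 note: 0% = complete ARNT plus TACC3 wells and 100% = ARNT alone without TACC3; many hits fall short of the cut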
RAD52 inh = RAD52 (human) annealing inhibition | recombinant RAD52 DNA annealing, FRET fluorescence | inhibition, % at 18.7 µM | AID 651710 | hit rate 0.46% among 360,000 | P43351;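 active = every replicate showing at least 50% inhibition; inconclusive = mean inhibition at least 50% but not in every replicate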
Target sequence (P43351 whole entry, looked up): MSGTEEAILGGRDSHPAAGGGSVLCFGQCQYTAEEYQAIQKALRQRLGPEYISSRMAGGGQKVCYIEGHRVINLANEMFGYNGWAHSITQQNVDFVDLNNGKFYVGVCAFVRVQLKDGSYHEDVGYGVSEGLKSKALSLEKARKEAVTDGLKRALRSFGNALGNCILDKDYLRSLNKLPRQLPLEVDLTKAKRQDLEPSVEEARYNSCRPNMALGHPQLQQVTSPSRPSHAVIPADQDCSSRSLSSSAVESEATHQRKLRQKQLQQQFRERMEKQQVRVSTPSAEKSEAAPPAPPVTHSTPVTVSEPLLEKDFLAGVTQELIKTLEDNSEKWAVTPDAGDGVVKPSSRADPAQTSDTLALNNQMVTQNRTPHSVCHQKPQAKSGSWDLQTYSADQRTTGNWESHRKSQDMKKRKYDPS
E-sel inducer = induces E-selectin expression in human endothelial cells | activation, % at 7.58 µM | HUVEC E-selectin immunofluorescence imaging; normalized: neutral wells 0, TNF-alpha wells 100 | AID 686992 | hit rate 0.37% among 260,000 | P16581;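 active = mean E-selectin-positive cell signal at least 10% of the positive control, reached in at least 60% of replicates, without over 20% cell loss; inconclusive = no rule given, readout overlaps actives, possibly toxicity-flagged; inactive = the rest, including those meeting only one limit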;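 note: in these data hits start at about 27%; measured in HUVEC primary endothelial cells; signal is the percent of cells scored E-selectin positive by PE staining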
Target sequence (P16581 whole entry, looked up): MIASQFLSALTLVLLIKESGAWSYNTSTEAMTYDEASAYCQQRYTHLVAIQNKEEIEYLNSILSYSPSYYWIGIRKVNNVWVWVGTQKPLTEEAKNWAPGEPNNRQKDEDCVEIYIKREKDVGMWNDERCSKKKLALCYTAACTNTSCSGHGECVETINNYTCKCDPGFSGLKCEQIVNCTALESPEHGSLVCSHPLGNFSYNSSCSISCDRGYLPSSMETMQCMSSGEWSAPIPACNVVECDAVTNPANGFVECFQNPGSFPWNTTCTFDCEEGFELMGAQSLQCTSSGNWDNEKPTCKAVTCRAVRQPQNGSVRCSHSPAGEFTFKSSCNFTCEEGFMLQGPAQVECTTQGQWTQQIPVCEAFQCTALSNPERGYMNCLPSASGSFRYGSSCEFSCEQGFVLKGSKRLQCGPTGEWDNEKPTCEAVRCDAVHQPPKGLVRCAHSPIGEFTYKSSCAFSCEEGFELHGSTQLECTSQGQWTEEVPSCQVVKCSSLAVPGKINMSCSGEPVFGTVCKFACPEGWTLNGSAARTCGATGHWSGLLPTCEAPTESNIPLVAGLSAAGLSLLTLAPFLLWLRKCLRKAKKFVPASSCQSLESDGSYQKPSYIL
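Material: HUVEC primary endothelial cells; Amount: 3,000 cells per well; Dosing: single concentration; Medium: EGM-2 growth medium on 0.1% gelatin-coated wells; Read-out basis: percent E-selectin-positive cells; Signal: immunofluorescence imaging; Control set: TNF-alpha, DMSO.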
ERp5 inh = blocks human ERp5 reductase activity on insulin. inhibition, % at 9.99 µM. Q15084. hit rate 0.05% among 350,000. ERp5 insulin aggregation, absorbance 650 nm, 90 min;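 active = mean replicate inhibition above about 25%, with every replicate also reaching it, limit read from the data, passing the limit was not always enough; inconclusive = only one of those two criteria met; inactive = neither criterion met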
Active calls of the source: *; u = inconclusive; x = no result given; & = joins results of further samples.

SMILES	RAD54 inh	PglD DTNB	Casp6 inh	esBAF inh	ARNT-TACC3 inh	RAD52 inh	E-sel inducer	ERp5 inh
CC(C)(C)OC(=O)Nc1ccc([C@@H](NC(=O)OC(C)(C)C)C(=O)OC(C)(C)C)cc1	1	-8	4	5	-1	4	0.1	5
O=C1C(N2CCOCC2)=C(n2nnc3ccccc32)C(=O)c2ccccc21	-2	2	x	9	45*	x	x	x
O=C(Nc1nccs1)c1ccc(-c2ccc(Cl)cc2)o1	3	0	-3	x	7	-15	x	-4
CCc1ccc(NC(=S)N(CCCN2CCOCC2)Cc2ccco2)cc1	x	x	-4	x	32	-6	0.0	2
Cn1c(SCC(=O)Nc2sccc2C#N)nnc1-c1ccccc1	-10	1	x	-5	30	x	x	x
O=C(CSc1nnc(-c2ccccc2)c(-c2ccccc2)n1)N1CCOCC1	-8	8	x	-6	1	x	x	x
COc1ccc2c3c([nH]c2c1)[C@H](CO)N(C(=O)c1ccccc1)CC31CN(C(=O)Nc2cccc(F)c2)C1	x	x	3	x	x	8	-0.3	0
COc1ccc(OCC(=O)Nc2ccc(NC(=O)c3cccs3)c(OC)c2)cc1	5	5	-1	3	0	12	2.2	1
COc1ccc(CN(C)C[C@@H]2Oc3ccc(NC(=O)NC(C)C)cc3C(=O)N([C@@H](C)CO)C[C@H]2C)cc1	57*	0	5	0	0	-5	3.5	0
c1cc2c3c(cccc3c1)NC(c1ccc3c(c1)OCO3)N2	6	3	0	0	1	-12	-0.4	1
Cn1c(=O)c2c3c(sc2n2cnnc12)CCC3	4	-4	x	-2	-16	x	x	x
CCS(=O)(=O)N1CCCCN2[C@H](CO)[C@@H](c3ccc(-c4cccc(C#N)c4)cc3)[C@H]2C1	5	3	-2	x	-8	-1	-0.5	-3
O=C(C1CCCC1)N1C[C@H]2[C@@H](c3ccccc31)[C@H](CO)N2C(=O)Cc1ccccn1	-21	13	0	0	24	-35	-0.1	0
CC(=O)c1ccc(Oc2cc(C)nc(-n3nc(C)cc3C)n2)cc1	-3	6	x	-2	14	x	x	x
Cc1noc(C)c1S(=O)(=O)Nc1ccc2c(c1)C(=O)N([C@@H](C)CO)C[C@@H](C)[C@@H](CN(C)Cc1ccc3c(c1)OCO3)OCCCC[C@H](C)O2	-1	0	0	2	13	-6	0.1	-1
CC(C)CC(NC(=O)C1CCC(C)CC1)C(=O)NCc1ccccn1 (stereo unspecified)	-1	6	x	-8	-3	x	x	x
CC(OC(=O)c1ccccc1OCc1ccc(Cl)cc1)C(N)=O (stereo unspecified)	x	x	-1	x	-9	-12	6.7	4
COc1ccc(-c2nc3ccccc3c(=O)n2CCOc2c(C)cccc2C)cc1	x	x	0	u	-8	-12	0.4	0
COc1ccc2[nH]cc(CCNS(=O)(=O)c3ccc(F)cc3)c2c1	13	6	0	-9	7	-13	x	2
COc1ccc(OC)c(/C=C2\Oc3cc(OCC(=O)N4CCC[C@H]4C(=O)O)ccc3C2=O)c1	-12	-2	x	-6	-4	x	x	x
COc1ccc(OC)c(C2C(C(=O)c3cccs3)=C(O)C(=O)N2CCN2CCOCC2)c1 (stereo unspecified)	4	0	2	-4	1	-5	x	5
CCOC(=O)C1CCN(c2ncnc3c2[nH]c2cccc(OC)c23)CC1	12	8	x	-7	0	x	x	x
Cc1ccccc1OCC(=O)OCC(=O)NC1CCCC(C)C1C (stereo unspecified)	-6	3	1	-6	x	-9	0.5	-4
O=C(Nc1ccc(Br)cc1)c1cccc2c1C(=O)N(C1CCCCC1)C2	-9	5	-3	-1	-5	-14	x	0
O=C(Cc1ccccn1)c1ccccc1	-4	3	6	37	13	-6	0.0	-4
COCC(=O)N1[C@H](C(=O)N2CCN(C)CC2)[C@@H](CO)[C@@H]2Cn3c(ccc(C4=CCCCC4)c3=O)[C@@H]21	-6	-1	2	0	-13	-6	0.0	4
COc1ccc(C=O)cc1CSc1ncccc1C(=O)O	-3	1	5	-6	-4	-4	x	3
O=C(Cc1c[nH]c2ccccc12)Nc1ccc(Nc2cccnc2)c(-c2ccc(Oc3ccccc3)cc2)c1	x	x	0	x	x	13	0.6	-1
O=C1ON=C(c2ccccc2[N+](=O)[O-])/C1=C/c1cccc([N+](=O)[O-])c1O	-10	-3	1	-8	-3	-8	x	4
CCN1C(=O)C(O)(C2COC(C)(C)CC2=O)c2ccccc21 (stereo unspecified)	5	0	x	0	5	x	x	x
C/C=C/c1ccc([C@H]2[C@@H](CO)N(C(=O)Cc3ccncc3)[C@@H]2CNC(C)=O)cc1	-9	4	x	0	4	x	0.4	x
COc1ccccc1Cc1c(-c2ccccc2)nc2c(C)cc(Br)cn12	-4	-1	3	1	x	-38	0.3	-3
Cc1cc(C2CC(=O)Nc3ccccc3S2)c(C)s1 (stereo unspecified)	x	x	2	x	-13	-11	x	4
O=C(c1cn(Cc2ccccc2)nc1-c1ccccc1)N1CCN(c2ccccn2)CC1	x	x	-1	-1	x	-5	0.0	-10
COc1ccc(N(C(=O)c2cccnc2)S(=O)(=O)c2ccc(Cl)cc2)cc1	-6	3	-2	-8	-3	-18	x	-2
COc1ccc(S(=O)(=O)N2CCC(C(=O)NC3CC(C)(C)NC(C)(C)C3)CC2)cc1	-6	2	9	-4	2	-1	x	7
COc1cc(NC(=O)CCC(=O)OCCCC(F)(F)C(F)(F)F)nc(OC)n1	x	x	2	x	-1	-20	x	-2
COc1ccc(/C=C2\SC(=S)N(CCCC(=O)Nc3ccccc3C(=O)O)C2=O)cc1OC	-10	-16	-1	-6	29	-146	-0.3	5
O=S(=O)(c1ccccc1F)N1CCC(c2nc3ccccc3[nH]2)CC1	4	6	-2	-6	-8	-13	x	3
O=C(Cc1ccc(S(=O)(=O)N2CCCC2)s1)Nc1nc2c(s1)CCCC2	-50	7	x	-3	0	x	x	x
Cc1ccc(CSC2=NCCN2S(=O)(=O)c2ccccc2)cc1	x	x	-1	x	0	9	u	-2
COc1ccc(NC(=O)CSc2nnc(-c3ccoc3C)n2CC2CCCO2)cc1 (stereo unspecified)	-2	1	x	-1	2	x	x	x
NC(N)=N/N=C/c1c(Cl)cccc1Cl	18&12	8&5	-2	2&3	-1&5	-5&0	0.9&1.7	-3&-5
Cn1c(C(=O)N2CCN(c3ccc([N+](=O)[O-])cc3)CC2)cc2c(=O)[nH]c3ccccc3c21	1	6	-5	17	31	-5	0.5	-3
COc1cc2[nH]c(C(=O)N3CC(C)OC(C)C3)cc2c(OC)c1OC (stereo unspecified)	4	-9	-6	-8	-2	-7	x	1
CCCC#Cc1ccc([C@H]2[C@@H](CO)N3CCCCN(S(=O)(=O)Cc4ccccc4)C[C@H]23)cc1	15	4	-1	-8	16	31	0.0	1
COCC(=O)N(C)C[C@H]1Oc2cc(C#C[C@@H](C)O)ccc2S(=O)(=O)N([C@@H](C)CO)C[C@@H]1C	3	0	1	6	-5	-2	0.5	-3
CCOC(=O)C1CCCN(C(=O)c2cc(S(=O)(=O)Nc3ccccc3OC)ccc2C)C1 (stereo unspecified)	4	-3	0	x	-2	-4	x	-1
Cc1cc(-c2nc(C)c(C(=O)NNS(=O)(=O)c3ccc(Cl)cc3Cl)s2)no1	-3	3	2	0	0	-16	x	1
CN1CCN(C(=O)C[C@@H]2CC[C@@H]3[C@H](COc4ccc(NC(=O)C5CCCC5)cc4C(=O)N3C)O2)CC1	x	x	-3	x	x	-13	0.1	8
C[C@H]1CN([C@@H](C)CO)C(=O)c2cc(NC(=O)Nc3ccc4c(c3)OCO4)ccc2O[C@@H]1CN(C)C(=O)Nc1ccc(F)cc1	0	2	x	3	13	x	-1.5	x
CCOC(=O)C1=CCN(S(=O)(=O)c2ccc(Br)cc2)C1c1ccc(C)cc1 (stereo unspecified)	10	6	-1	-11	x	-15	-0.2	-3
CSCCC(=O)N1CCN(CC(=O)N2CCCC2)CC1	4	0	-5	-1	-1	-12	0.0	1
O=P(CCCO)(Cc1ccccc1)Cc1ccccc1	-5	-2	17	-5	-6	6	x	-2
S=c1[nH]nc(COc2ccc(Cl)cc2)o1	-2	5	x	-6	11	x	x	x
CC(C)NC(=O)N[C@@H]1CC[C@@H](CCNS(=O)(=O)c2ccc(F)cc2)O[C@H]1CO	4	2	1	-1	8	-11	0.1	1
S=C1NCCc2ccc(Cl)cc2C1c1ccccc1Cl (stereo unspecified)	-2	16	x	-8	5	x	x	x
COc1cc(/C=C/C(=O)OCC(=O)Nc2cc(S(=O)(=O)N3CCCCC3)ccc2C)ccc1O	x	x	7	x	2	-13	x	4
C[C@@H]1CCCCO[C@@H](CN(C)S(=O)(=O)c2cccs2)[C@@H](C)CN([C@H](C)CO)C(=O)c2cc(NC(=O)Nc3ccc(C(F)(F)F)cc3)ccc2O1	0	-2	3	8	9	-10	0.4	10
Cc1ccc(C(c2nnnn2Cc2cccs2)N2CCN(C(=O)c3ccco3)CC2)cc1 (stereo unspecified)	-5	-4	x	5	7	x	x	x

The list continues.
SMILES	RAD54 inh	PglD DTNB	Casp6 inh	esBAF inh	ARNT-TACC3 inh	RAD52 inh	E-sel inducer	ERp5 inh
CC(=O)N1CCN(c2ccc(NC(=O)c3cc(Cl)ccc3Cl)cc2)CC1	-3	-4	2	-10	-2	3	0.0	1
Fc1ccccc1CNc1ccc(Cl)c(Cl)c1	-3	0	x	26	5	x	x	x
Cn1cnnc1SCC(=O)NCCC1=CCCCC1	-5	-5	0	9	-7	-3	x	-2
CCC(=O)N(C)C[C@@H]1Oc2cc(C#CC(C)(C)O)ccc2S(=O)(=O)N([C@@H](C)CO)C[C@H]1C	6	-8	0	-6	-9	6	0.1	-1
COC(=O)c1[nH]c2ccc(C)cc2c1NC(=O)CN1CCC(C)CC1	2	4	x	4	-3	x	-2.9	x
CCOc1cc(N2CCOCC2)c(OCC)cc1NC(=O)C(C)Oc1ccccc1 (stereo unspecified)	4	1	4	-2	16	-8	0.7	7
COC(=O)C1=C(C)N(Cc2ccccc2C(F)(F)F)C(=NCc2ccc(OC)cc2)NC1c1ccccc1 (stereo unspecified)	x	x	-2	x	x	-2	0.0	8
CN1C(=O)c2cc(NC(=O)c3ccc(F)c(F)c3)ccc2OC[C@@H]2O[C@H](CC(=O)N3CCOCC3)CC[C@H]21	0	3	-1	4	0	5	0.0	-1
Cc1cc(/C=N/NC(=O)c2cccc([N+](=O)[O-])c2)c(C)n1-c1ccc(Cl)cc1Cl	7	-2	x	6	-4	x	x	x
CC(=O)Nc1ccc(NC(=O)CC2SC(=O)N(CC(=O)c3ccccc3)C2=O)cc1 (stereo unspecified)	-12	13	1	-1	-24	-2	x	2
COc1ccccc1C#Cc1ccc2c(c1)O[C@H](CN(C)Cc1ccccc1)[C@H](C)CN([C@@H](C)CO)S2(=O)=O	1	-3	2	-4	11	6	-0.3	-10
Clc1cccc(-c2ccc3nccn3c2)c1Cl	-4	-3	2	-4	x	-19	2.0	-1
O=C(COc1coc(CN2CCN(c3ccccc3)CC2)cc1=O)Nc1ccccc1	-3	1	3	-2	-7	-9	x	0

Some of the entries above in another layout.
structure,RAD54 inh,PglD DTNB,Casp6 inh,esBAF inh,ARNT-TACC3 inh,RAD52 inh,E-sel inducer,ERp5 inh
Clc1cccc(-c2ccc3nccn3c2)c1Cl,-4,-3,2,-4,x,-19,2.0,-1
Cc1cc(/C=N/NC(=O)c2cccc([N+](=O)[O-])c2)c(C)n1-c1ccc(Cl)cc1Cl,7,-2,x,6,-4,x,x,x
Fc1ccccc1CNc1ccc(Cl)c(Cl)c1,-3,0,x,26,5,x,x,x

Random draw from the library (roughly 3.2% active in at least one column).
